# RBX1-CUL1 inh: human ROC1-CUL1 E3 ligase inhibition | in vitro K48 di-Ub FRET, acceptor:donor ratio, 45 min | inhibition, % at 10 µM | 140,000 tested, 0.6% active | AID 1347404; in the data active = inhibition above about 25%
# Target sequence (P62877 whole entry, looked up): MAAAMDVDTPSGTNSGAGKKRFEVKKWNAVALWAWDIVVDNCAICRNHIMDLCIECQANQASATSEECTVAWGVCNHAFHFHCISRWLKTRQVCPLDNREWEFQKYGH
# Target sequence (Q13616 whole entry, looked up): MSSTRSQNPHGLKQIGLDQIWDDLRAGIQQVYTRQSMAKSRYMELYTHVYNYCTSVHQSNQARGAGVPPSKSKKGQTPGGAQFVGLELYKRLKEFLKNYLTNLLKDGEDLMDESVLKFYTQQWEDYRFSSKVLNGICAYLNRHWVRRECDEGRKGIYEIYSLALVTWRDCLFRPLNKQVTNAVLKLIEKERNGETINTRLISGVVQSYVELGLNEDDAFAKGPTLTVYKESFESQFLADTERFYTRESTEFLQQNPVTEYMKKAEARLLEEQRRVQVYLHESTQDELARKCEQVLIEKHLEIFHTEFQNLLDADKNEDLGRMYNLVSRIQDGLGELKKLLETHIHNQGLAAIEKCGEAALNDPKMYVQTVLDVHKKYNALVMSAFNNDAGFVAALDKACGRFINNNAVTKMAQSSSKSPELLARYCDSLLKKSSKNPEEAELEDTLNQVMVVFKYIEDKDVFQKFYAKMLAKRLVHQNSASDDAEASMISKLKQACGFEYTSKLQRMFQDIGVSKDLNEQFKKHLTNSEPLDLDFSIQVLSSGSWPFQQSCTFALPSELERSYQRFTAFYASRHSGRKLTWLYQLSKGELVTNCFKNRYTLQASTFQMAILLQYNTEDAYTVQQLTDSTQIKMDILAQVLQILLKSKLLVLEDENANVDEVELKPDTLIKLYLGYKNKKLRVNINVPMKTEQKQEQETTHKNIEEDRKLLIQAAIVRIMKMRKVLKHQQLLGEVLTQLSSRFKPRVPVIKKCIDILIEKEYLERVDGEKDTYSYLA
# Starred values were filed as active, the others as inactive. Only part of the results is shown; count on the stated rates, not on these rows.
SMILES,RBX1-CUL1 inh
CN1CCCC2(CCN(Cc3nc(-c4ccc(F)cc4)cs3)C2)C1=O (configuration not stated),-4
Ic1ccccc1CSC1=NCCN1,4
C=CCn1c(=O)c2c(nc3n(CCOC)c(C)cn23)n(C)c1=O,1
O=C(NC(Nc1cccc2ccccc12)C(Cl)(Cl)Cl)c1cccs1 (configuration not stated),6
CCc1ccc(S(=O)(=O)c2cn(CC(=O)Nc3ccc(F)c(Cl)c3)c3ccccc3c2=O)cc1,-1
COc1cc(CN(C(=O)Cc2csc(-c3ccccc3)n2)[C@H]2CCCCNC2=O)ccc1OCCc1scnc1C,-5
COc1ccccc1CNc1cc(-c2ccccc2)nc2nncn12,0
CC1=NC(=Nc2ccccc2Cl)SC1C (configuration not stated),-10
COc1ccccc1Nc1sc(C(=O)c2ccc(F)cc2)c(N)c1S(=O)(=O)c1ccc(C)cc1,-12
CCN(C1CCCCC1)S(=O)(=O)c1cc(OC)c(Cl)cc1OC,-2
S=c1[nH]nc(-c2ccc(Cl)cc2)o1,-9
COC(=O)C(=O)N=c1sc2cc(C)ccc2n1Cc1cccc(Cl)c1,2
Cc1ccccc1CS(=O)(=O)NC(C(C)C)C(C)C,-11
CCc1nnc(SCC(=O)N(CC)c2ccccc2)c2cc3oc(C)cc3n12,3
O=C(Cn1c(=O)c2cccn2c2cccnc21)NCc1cccc(F)c1,0
Cc1ccc(Sc2c(C)nn(C(C)(C)C)c2OC(=O)C(C)(C)C)cc1,-6
CCc1ccc(CNC(=O)Cn2ccc3cc(S(=O)(=O)N4CCCCCC4)ccc32)cc1,-1
COc1ccc(NC(=O)CCCN(C)S(=O)(=O)c2ccc(C)cc2)cc1,-1
CC(C)(C)N1CSCSC1,0
Cc1noc(-c2ccc(-c3noc(-c4ccc(Cl)cc4)n3)cc2)n1,-1

# Compounds above with a thiophene ring, fused or not:
SMILES,RBX1-CUL1 inh
O=C(NC(Nc1cccc2ccccc12)C(Cl)(Cl)Cl)c1cccs1 (configuration not stated),6
COc1ccccc1Nc1sc(C(=O)c2ccc(F)cc2)c(N)c1S(=O)(=O)c1ccc(C)cc1,-12

# The main list resumes; the 2 compounds before the break are reprinted first.
SMILES,RBX1-CUL1 inh
CC(C)(C)N1CSCSC1,0
Cc1noc(-c2ccc(-c3noc(-c4ccc(Cl)cc4)n3)cc2)n1,-1
CCc1ccc(N(CC)C(=O)Cn2nc(Cc3cccnc3)c3ccccc3c2=O)cc1,-2
Cc1cccc(-c2cnc(-c3ccncc3)nc2C2CCN(Cc3cccc(OCCO)c3)CC2)c1,3
N#Cc1c(NC(=O)c2cc3n(n2)C(C(F)(F)F)CC(c2ccco2)N3)sc2c1CCCCC2 (configuration not stated),1
C=CCn1c(=O)c2c(nc3n2C(C)C(C)=NN3CCC(C)C)n(C)c1=O (configuration not stated),7
Cn1ccnc1-c1ccccc1C(=O)NCCc1cc(=O)[nH]cn1,-1
COc1ccc(OC(=O)c2cn(-c3cccc(OC)c3)c(=O)c3ccccc23)cc1,2
Cc1nn(-c2ccccc2)c(C)c1-c1cc(C(=O)N/N=C/c2ccccc2O)[nH]n1,0
CN(CCCN1CCOCC1)C(=O)CC1(c2cccc(F)c2)CC(=O)N(Cc2cccnc2)C1=O (configuration not stated),8
CC1(C)CC(NC2CCN(c3ccc(C(=O)NCc4ccc5c(c4)OCO5)cc3)CC2)CCO1 (configuration not stated),0
O=C(Cc1ccccc1)NC(=S)Nc1cc(C(F)(F)F)cc(C(F)(F)F)c1,4
O=C(Oc1ccc2c3c(c(=O)oc2c1)CCC3)c1cccs1,-2
N#CC1(Cc2ccc(Cl)cc2)c2ccccc2C=CN1C(=O)c1ccccc1 (configuration not stated),-1
COc1cccc(NC(=O)c2sc3nc(C)c(C(=O)Nc4ccc(C)cc4C)c(-c4sccc4C)c3c2N)c1,-2
CCCN(CCC)S(=O)(=O)c1ccc(NC(=O)CCCc2ccccc2)cc1,-5
CN1CCC2(CC1)CC(=O)NC2=O,-2
O=C(O)CCC(=O)NNC(=O)CC(=O)Nc1nc(C23CC4CC(CC(C4)C2)C3)cs1,4
FC(F)(F)c1ccc(-c2nnc3sc(C(F)(F)F)nn23)cc1,2
COc1ccccc1C(=O)Nc1cccc(N2CCC(NC(C)c3cnn(-c4ccccc4)c3)CC2)c1 (configuration not stated),0
O=C(NCc1ccc(F)cc1)c1ccc(Cn2c(SCc3ccc(F)cc3)nc3cccnc32)cc1,-5
CCOC(=O)c1c(NC(=O)c2nn(C34CC5CC(CC(C5)C3)C4)cc2Br)sc(C)c1C,-3

# Taken from above.
# CN1CCCC2(CCN(Cc3nc(-c4ccc(F)cc4)cs3)C2)C1=O (configuration not stated) @ RBX1-CUL1 inh = -4
# CC1(C)CC(NC2CCN(c3ccc(C(=O)NCc4ccc5c(c4)OCO5)cc3)CC2)CCO1 (configuration not stated) @ RBX1-CUL1 inh = 0
# N#CC1(Cc2ccc(Cl)cc2)c2ccccc2C=CN1C(=O)c1ccccc1 (configuration not stated) @ RBX1-CUL1 inh = -1
# COc1ccc(OC(=O)c2cn(-c3cccc(OC)c3)c(=O)c3ccccc23)cc1 @ RBX1-CUL1 inh = 2
# CCc1ccc(CNC(=O)Cn2ccc3cc(S(=O)(=O)N4CCCCCC4)ccc32)cc1 @ RBX1-CUL1 inh = -1
# COc1ccccc1CNc1cc(-c2ccccc2)nc2nncn12 @ RBX1-CUL1 inh = 0
# Cc1cccc(-c2cnc(-c3ccncc3)nc2C2CCN(Cc3cccc(OCCO)c3)CC2)c1 @ RBX1-CUL1 inh = 3

# Further compounds
SMILES,RBX1-CUL1 inh
Cn1c(=O)c2cc(C(=O)N3CCN(c4ccc(Cl)cc4)CC3)sc2c2ccccc21,6
O=C(CCOc1ccccc1)N(Cc1cccnc1)c1nc2ccc(F)cc2s1,0
COc1ccccc1Oc1ncccc1CNC(=O)Cc1csc(C)n1,-8
CS(=O)(=O)N(CCc1ccccc1)CC(=O)Nc1ccccc1,-6
CC(CO)(CO)NCc1ccc(-c2ccccc2)cc1,-2
COc1ccc(NC(=O)CCC2CCCN(C(=O)C3CCOCC3)C2)cc1Cl (configuration not stated),9
O=C(CN1CCN(c2ccccc2F)CC1)Nc1ccc(N2CCOCC2)cc1,-4
Cc1ccc(CNC(=O)c2coc(COc3cccc4cnccc34)n2)o1,-1
CSCCC(NS(=O)(=O)c1ccc2c(c1)oc(=O)n2C)C(=O)Nc1ccc(Cl)cc1 (configuration not stated),-7
Cc1cc(C)cc(NC(=S)N2CCC(Cc3ccccc3)CC2)c1,-10
CC(=O)c1cccc(NC(=O)c2cc(F)c(Cl)nc2Cl)c1,1
CCC(C)NS(=O)(=O)Cc1c(F)cccc1Cl (configuration not stated),-11
CCC(C)NS(=O)(=O)c1cc(F)ccc1OC (configuration not stated),-13
Cc1ccc(C(=O)N2CCc3cc(S(=O)(=O)N4CCOCC4)ccc32)cc1,-9
C=CCn1nnc(NC(=O)c2cccc(C)c2)n1,0
COc1cc(C(c2c(C)[nH]n(-c3ccccc3Cl)c2=O)C2C(=O)N(c3ccccc3Cl)N=C2C)cc(Cl)c1OC (configuration not stated),5
CCOC(=O)C1CCN(C(c2ccc(OCC)cc2)C2C(=O)C=C(C)N(CCOC)C2=O)CC1 (configuration not stated),-8
Nc1nonc1-n1cc(-c2ccccc2)nn1,-1
Cc1cc(C(=O)Nc2ccc(Cl)cc2F)no1,6
O=C(Nc1nnc(S(=O)(=O)N2CCCC2)s1)c1ccccc1Cl,-2
O=[N+]([O-])c1ccccc1Sc1ccccc1[N+](=O)[O-],1
COCCNC(=O)c1nn2c(C(F)(F)F)cc(-c3ccc(Br)o3)nc2c1Br,-1
C=CCOc1nc2c(c(-c3ccccc3Cl)c1C#N)CCc1ccccc1-2,-1
CCC(C(=O)Nc1cccc(C(C)O)c1)c1ccccc1 (configuration not stated),4
COc1cccc2c1OCC(NCc1ccccc1F)C2 (configuration not stated),2
Cc1ccc(CNS(=O)(=O)c2ccc3[nH]c4c(c3c2)CCCCC4)cc1,-6
C/C(=N\NC(=O)c1c(Cl)c(C)nn1C)c1ccc2c(c1)Nc1ccccc1S2,1
Cn1c2c(c(-c3ccccc3)cc1=O)C(=O)CC(C)(C)C2,7
Cc1ccc(S(=O)(=O)N2CCC(Cn3cc(C(C)(C)N)nn3)CC2)s1,8
O=C1c2ccccc2C(=O)C1(c1ccccc1)C(C[N+](=O)[O-])c1ccc2c(c1)OCO2 (configuration not stated),7
CCOC(=O)c1ccc(CS(=O)(=O)c2ccc(C)cc2)cc1,-4
COc1cc(/C=N/NC(=O)CN2CCCCCCC2)cc(Br)c1O,1
Cc1c(Br)c([N+](=O)[O-])nn1CC(=O)N=C1C(=O)N(c2ccccc2)N(C)C1C (configuration not stated),-3
C=CCn1c(O)c(N=NC(=O)COc2ccccc2Cl)c2ccccc21,8
O=C(NNC(=O)c1cccs1)c1ccc(Br)o1,-1
Cc1ccccc1C(=O)Nc1cccc(NC(=O)c2ccc(-c3cc(Cl)ccc3Cl)o2)c1,2
O=S(=O)(c1ccccc1)N1c2cc(Cl)ccc2Oc2nc3ccccc3nc21,-2
COC(C)(C)CNC(=O)C1CCC(=O)N(C2CCCCCC2)C1 (configuration not stated),1
CCOC(=O)c1n[nH]c(C(=O)OCC)n1,-6
Cc1nn2c(C)c(C(=O)N3CCN(c4ccc(Cl)cc4)CC3)cnc2c1-c1ccc(F)cc1,-2
Cc1oc(-c2cccc(NC(=O)CCc3cccnc3)c2)nc1CNC(=O)c1cc(CC(C)C)on1,7
O=C(NCCC1=CCCCC1)c1ccco1,4
O=C(NCC1(c2ccccc2)CCCC1)C(=O)Nc1cccc(Br)c1,0
CC1CCN(Cc2nnnn2CCCC(=O)NC(C)c2cnn(C)c2)CC1 (configuration not stated),14
CC(C)c1ccccc1Oc1nc(Oc2ccccc2C(C)C)nc(Oc2ccccc2C(C)C)n1,-1
Cc1ccc(Cn2ccc(NC(=O)CCC(=O)O)n2)cc1,-5
COc1ccccc1N1CCN(C(=O)c2oc3cc(C)cc(C)c3c2C)CC1,5
Cc1cc(C)n2cc(COc3ccccc3)nc2n1,9
O=C(NCc1cccnc1)C(=O)N/N=C/c1ccc(OCc2ccc(Cl)cc2)cc1,-3
Cc1nnc(Oc2ccc(Cl)cc2Cl)c2ccccc12,-6
CCOC(=O)C(NC(=O)CC)(Nc1nc2c(s1)CCCC2)C(F)(F)F (configuration not stated),2
CC(NC(=O)CSc1nc(-c2ccccc2F)nc2cc(=O)[nH]n12)c1nc2ccccc2n1C (configuration not stated),-3
CCn1c2ccccc2c2cc(N)ccc21,-10
COc1ccc(S(=O)(=O)c2c(Nc3ccc(F)cc3)sc(C(=O)c3ccc4c(c3)OCO4)c2N)cc1,-7
COC(=O)NNCC1=NC(=O)NC(=O)C1,-5
Cc1nc(CNC(=O)C2CCCN(C3CCN(C(C)C)CC3)C2)cs1 (configuration not stated),1
CNC(=O)c1ccccc1NC(=O)c1ccc(C(C)C)cc1,17
FC(F)(F)c1ccc(-c2nc(-c3cccnc3)ncc2-c2nnnn2-c2ccccc2)cc1,9
CCn1c(SCC(=O)Nc2ccc(Cl)cc2)nnc1C1CC1,6
Cc1c(CNC(C)c2ccccc2)c(C(=O)O)c(C)n1Cc1c(F)cccc1Cl (configuration not stated),2

# Next part.
SMILES,RBX1-CUL1 inh
CN1CN(C)c2cccc3cccc1c23,-14
O=C(N/N=C(/C=C/c1ccccc1)c1ccccc1)C1CC1c1ccccc1 (configuration not stated),5
O=C(C[n+]1c2ccccc2n2nc3c(cc21)c1cccc2cccc3c21)Nc1nc2ccccc2[nH]1,93*
CCOc1ccccc1N1C(=O)C2C(C1=O)C1(CC)C(=O)C2(CC)C(c2ccccc2)=C1c1ccccc1 (configuration not stated),-7
COc1ccc(-n2nc(C(=O)Nc3ccc(C)cn3)c3c4ccccc4n(C)c3c2=O)cc1,-10
CCOC(=O)C1=C(C)N=c2s/c(=C\c3ccccc3)c(=O)n2C1c1ccc(OC)c(OC)c1 (configuration not stated),-5
COc1cccc(NC(=O)Cc2ccccc2)c1,5
COc1ccc(C2Nc3ncccc3NC3=C2C(=O)CC(C)(C)C3)cc1 (configuration not stated),-4
COc1ccc(C(=O)Nc2cccc(-c3cn4ccsc4n3)c2)c(OC)c1,-3
COc1ccc(CCCC(=O)NN=Cc2cc(Br)c(OCC(=O)O)c(OC)c2)c(C)c1,2
Cc1cccc(OCc2nc(C#N)c(NCc3cccnc3)o2)c1,-1
CC1=CC(OC(C)(C)C)C2C(=O)c3c(O)ccc(O)c3C(=O)C2C1 (configuration not stated),12
Cc1nonc1CC(=O)N1CCc2onc(-c3ccc(F)c(F)c3)c2C1,2
O=C(COC(=O)c1cccs1)c1ccc(F)cc1,4
Cc1ccc2ccc3cc(C)c(C)cc3c2c1,5
CC(C)CCn1c(=O)c2sccc2n2c(CCCC(=O)NCc3ccc(F)cc3)nnc12,-3
O=C(CSc1nc2[nH]ncc2c(=O)n1-c1ccccc1)Nc1cccc(C(F)(F)F)c1,-2
CS(=O)(=O)N(CC(=O)N/N=C/c1ccccc1C(F)(F)F)c1cc(Cl)cc(Cl)c1,2
CCOCCOC(=O)C(CC)n1cnc2sc(-c3ccccc3)cc2c1=O (configuration not stated),-5
CN1C/C(=C/c2ccc(OC(F)F)cc2)C(=O)/C(=C/c2ccc(OC(F)F)cc2)C1,-7
CCN(Cc1ccncc1)C1CCCN(C(=O)c2csc(SC)n2)C1 (configuration not stated),-9
CC(=O)N1CCC(Oc2ccc(Cl)cc2C(=O)N2CCN(CCO)CC2)CC1,11
CC1CCCN(Cc2nc3c(c(=O)n(C)c(=O)n3C)n2Cc2ccc(Cl)cc2)C1 (configuration not stated),-3
O=C(CN1CCN(c2ccc(Cl)cc2)CC1)Nc1ccc(Cl)c(C(F)(F)F)c1,-1
CCc1ccc(C(=O)NCCN2CCOCC2)s1,-4
CC(C)NS(=O)(=O)c1ccc(N2CCN(C)CC2)nc1,5
Cc1ccc(-n2c(C)cc(/C=C3\C(=O)NC(=S)N(c4cccc(C)c4C)C3=O)c2C)cc1,-8
COc1ccc(N2CN=C3SC(CO)(CO)C(=O)N3C2)cc1,-8
Cc1ccc(C(=O)NCCc2ccc(S(N)(=O)=O)cc2)cc1-n1cnc2cccnc21,-11
CCOc1ccc(NC(=O)c2cnc3ccccn3c2=O)cc1,-2
O=C(NC1CCCC1)c1cccc(-n2cnnn2)c1,-1

# RBX1-CUL1 inh, what is marked active above
SMILES,RBX1-CUL1 inh
O=C(C[n+]1c2ccccc2n2nc3c(cc21)c1cccc2cccc3c21)Nc1nc2ccccc2[nH]1,93*
